# Bioassay records (PubChem BioAssay)
# CHRM5 agonist = agonists of human muscarinic M5 receptor (CHRM5) | P08912 | CHO-K1 hM5 cells, Fluo-8 calcium fluorescence; 0% DMSO wells, 100% maximal acetylcholine response | activation, % at 3 µM | hit rate 0.19% among 360,000 | AID 624037;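 active = activation above the run's mean over test compounds plus 3 SD, cut at about 23% in these data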;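 also: signal is peak over basal fluorescence ratio across the kinetic read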
# Target sequence (P08912 whole entry, looked up): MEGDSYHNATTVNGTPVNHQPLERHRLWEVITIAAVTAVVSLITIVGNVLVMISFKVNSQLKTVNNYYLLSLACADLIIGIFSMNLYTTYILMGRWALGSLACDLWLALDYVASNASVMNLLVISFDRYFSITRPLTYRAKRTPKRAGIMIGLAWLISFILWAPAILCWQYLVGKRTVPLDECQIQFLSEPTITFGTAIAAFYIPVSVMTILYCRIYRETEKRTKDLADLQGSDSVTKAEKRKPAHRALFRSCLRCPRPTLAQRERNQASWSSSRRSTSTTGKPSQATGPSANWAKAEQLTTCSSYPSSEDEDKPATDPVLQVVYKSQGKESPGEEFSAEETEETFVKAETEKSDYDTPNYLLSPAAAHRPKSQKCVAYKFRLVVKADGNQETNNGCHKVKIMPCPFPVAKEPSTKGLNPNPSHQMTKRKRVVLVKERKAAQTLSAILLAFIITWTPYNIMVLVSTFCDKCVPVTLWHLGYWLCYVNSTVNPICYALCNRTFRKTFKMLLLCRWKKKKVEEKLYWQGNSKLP
# M5 antag = antagonists of human muscarinic M5 receptor (CHRM5); inhibition, % at 3 µM; P08912; CHO-hM5 cells, Fluo-8 calcium fluorescence, ACh EC80; hit rate 0.59% among 360,000;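 active = inhibition above a per-plate cutoff, the mean of that plate's test compounds plus 3 SD, cut at about 27% in these data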;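 also: 0% = acetylcholine EC80 with DMSO and 100% = DMSO without agonist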
# M4 antag = blocks acetylcholine activation of human M4 receptor. P08173. CHO-hM4 cells, ACh EC80, Fluo-8 calcium fluorescence. inhibition, % at 3 µM. hit rate 0.73% among 360,000. AID 624125;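 active = inhibition above its plate's cutoff, the mean inhibition of sample wells plus 3 SD, cut at about 27% in these data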;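 also: 0% = acetylcholine EC80 with DMSO and 100% = DMSO without agonist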
# M4 PAM = potentiates acetylcholine response at human M4 receptor. CHO-K1 hM4/Gqi5, Fluo-8 calcium fluorescence, ACh EC20; 0% = ACh EC20, 100% = maximal ACh. hit rate 0.4% among 360,000. P08173. activation, % at 3 µM;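 active = activation above its plate's cutoff, the mean activation of sample wells plus 3 SD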; also: some results filed as inactive read as strong as hits
# M5 PAM = CHRM5 positive allosteric modulation. hit rate 0.3% among 360,000. activation, % at 3 µM. CHO-K1 hM5, Fluo-8 calcium, ACh EC20 PAM; 0% = ACh EC20, 100% = ACh EC100. AID 624038;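 active = activation above the run cutoff, the mean activation of all test compounds plus 3 SD, cut at about 18% in these data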
#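 system = human M5 receptor in CHO-K1 cells | reagent = EC20 acetylcholine as agonist stimulus | compound dosing = single-point, 3 µM nominal | incubation = Fluo-8 loading 80 min at 37 °C plus 30 min room temperature | detection = Fluo-8 calcium dye fluorescence, kinetic read | benchmarks = low control EC20 acetylcholine (0%), high control EC100 acetylcholine (100%)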
# CRFBP-R2 agonist = agonists of human CRF-binding protein/CRF-R2 receptor complex. hit rate 0.46% among 350,000. HEK293 CRF-R2/CRF-BP, calcium dye fluorescence (FLIPR); percent of saturating CRF peptide response. activation, % at 13.2 µM. AID 588473;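 active = activation of at least 50%, plus an integration ratio under a set limit after plate pattern correction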;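 also: plate controls were neutral control wells without compound for no effect and CRF at EC100 for full effect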
# CRFR2-BP antag = blocks CRF-induced signaling of the CRF-BP/CRF-R2 complex. HEK293 CRF-R2/CRF-BP, CRF-induced calcium fluorescence. hit rate 0.59% among 350,000. inhibition, % at 11.8 µM;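 active = inhibition of the ligand-induced calcium signal above about 50% at the single tested concentration, limit read from the data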
# IDE cell inh = inhibits human insulin-degrading enzyme in HEK cells. P14735. FAbetaB cleavage, fluorescence polarization. inhibition, % at 5.59 µM. hit rate 0.41% among 320,000. AID 434962;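 active = percent inhibition above the average of all tested compounds plus 3 SD, set per screening campaign, cut at about 16% in these data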;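 also: IDE supplied by intact live HEK cells; FP after avidin binding of uncleaved biotin substrate so inhibition keeps polarization high; 0% = DMSO wells and 100% = 60 µM reference IDE inhibitor Ii1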
# M4 ag = agonists of human muscarinic M4 receptor (CHRM4); hit rate 0.14% among 360,000; P08173; CHO-K1 hM4/Gqi5, Fluo-8 calcium fluorescence; vehicle 0%, full acetylcholine response 100%; activation, % at 3 µM;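 active = activation above the run mean over all test wells plus 3 SD, cut at about 32% in these data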;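 also: peak over basal fluorescence ratio per well then scaled between controls; 0% = DMSO wells and 100% = acetylcholine at EC100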
# * = called active by the depositor; nt = no result given.
no.	compound	M4 PAM	M4 ag	CRFBP-R2 agonist	IDE cell inh	M5 PAM	M4 antag	CHRM5 agonist	CRFR2-BP antag	M5 antag
1	O=c1[nH]c(CCC2CCCC2)nc2ccccc12	-1	3	-1.6	0	-7	-5	-2	-31	0
2	CCOc1c(OC)cccc1C(=O)NCC1(c2ccccc2)CCCC1	-8	1	0.1	0	-2	5	-1	12	15
3	COC(=O)c1cc2ccccc2oc1=O	-2	0	-0.7	3	6	2	-7	16	2
4	COc1cc(C(=O)OCC(=O)Nc2cc(C)on2)ccc1OCc1ccccc1Cl	4	1	12	5	4	-6	-5	-3	-8
5	COc1ccc(C2C(C(=O)N3CCCC3)c3cc(OC)c(OC)cc3C(=O)N2C)cc1 (stereo unspecified)	-2	1	-2.4	5	-8	5	-4	42	6
6	Cc1cccc(C(=O)OC(C)CN2CCOCC2)c1 (stereo unspecified)	-2	2	-2.7	5	-2	10	-2	3	10
7	Cc1ccccc1CSCC(=O)NC(=O)NC(C)(C)C	10	-1	-1.7	-7	5	-10	-1	-8	-10
8	CCCCCCOC(=O)Cc1c(C)nc(-c2ccccc2)[nH]c1=O	9	2	-0.6	1	3	-8	-1	-17	-2
9	CCc1ccnc(NC(=O)NS(=O)(=O)c2ccc(C)cc2)c1	-3	1	-2.6	-1	-3	1	-1	0	4
10	Cc1c(NC(=O)c2cc(-c3ccco3)on2)c(=O)n(-c2ccccc2)n1C	4	0	1.2	2	-2	3	-1	12	-1
11	O=C(NCc1ccccc1)C(c1cccnc1)N(C(=O)c1ccccn1)c1ccccc1F (stereo unspecified)	-1	3	0.8	-5	-1	6	1	-8	11
12	CC[C@@H]1C=C(C(=O)O)[C@H](c2ccc(OC)c(OC)c2)N1S(=O)(=O)c1ccc(C)cc1	9	1	-1.5	-1	3	-6	1	1	3
13	O=C(CN1C(=O)NC2(CCCC2)C1=O)Nc1ccc(Cl)cc1C(F)(F)F	0	0	-0.5	4	-4	12	-3	16	10
14	O=C(OCc1cn([C@@H]2C[C@H](c3ccc(Cl)cc3)N(C(=O)c3cccs3)C[C@H]2O)nn1)c1ccccc1	-5	9	1.5	nt	-2	-6	1	-21	1
15	CC1CCC(NC(=O)CN(C)S(=O)(=O)c2ccc3c(c2)CCC(=O)N3)CC1 (stereo unspecified)	1	1	0.6	-2	-3	-15	1	-20	5
16	CC1CCN(S(=O)(=O)N2CCC(C(=O)O)CC2)CC1	8	1	-0.8	0	-4	1	1	22	2
17	CCOC(=O)Cn1cc(C(=O)c2ccco2)c2ccccc21	0	0	-1.4	-3	-4	1	0	-2	3
18	CC(=O)Nc1ccc(C(=O)OCC(=O)N(c2ccccc2)C2CCS(=O)(=O)C2)cc1 (stereo unspecified)	4	2	-0.6	-1	2	-7	1	0	1
19	O=C(NC1CCCC1)C1c2ccccc2OCC(=O)N1CCc1ccccc1 (stereo unspecified)	1	0	nt	nt	-3	-2	0	nt	-4
20	Cn1c(N)c(C(=O)N/N=C/c2ccccc2)sc1=S	4	1	-1.0	8	2	-7	-6	5	-1
21	Cc1cc(C)c(NC(=O)COC(=O)c2nc3nccc(C)n3n2)c(Cl)c1	3	1	-0.2	-5	10	7	1	6	0
22	CCOC(=O)N1CCC(N2C(=O)c3ccccc3C2Nc2ccc3c(C)cc(=O)oc3c2)CC1 (stereo unspecified)	-3	2	-1.6	0	-7	-14	-1	39	-3
23	O=C(N/N=C\c1ccc(-c2ccc([N+](=O)[O-])cc2)o1)c1ccc2c(c1)OCO2	3	2	4.3	-6	-4	-2	-1	-17	-1
24	Cc1cccc([C@H]2[C@@H]3C=CC[C@@H](C)[C@@H]3C(=O)N2Cc2ccccc2)c1	-3	-3	-0.5	nt	-7	-9	0	5	-2
25	CCc1nnc(NC(=O)[C@@H](NS(=O)(=O)c2ccc3c(c2)OCCO3)C(C)C)s1	-4	0	-2.0	nt	-7	3	-1	5	21
26	CN(C)C(=O)CSC1c2ccccc2C(=O)N1c1ccccc1 (stereo unspecified)	12	2	3.3	2	6	-5	4	-5	-11
27	N#Cc1ccc2c(c1)nnn2-c1ccccc1	-3	0	-1.3	-2	-8	4	-1	9	11
28	COc1ccc(N2CCN(C(=O)c3ccc(Oc4ccc(C(F)(F)F)cn4)cc3)CC2)cc1	-7	3	0.3	3	-1	9	0	15	-10
29	CCOP(=O)(c1ccccc1)C1(O)CCCCC1 (stereo unspecified)	-3	0	-1.1	0	2	-7	-2	-12	-2
30	O=C(Nc1nc2nccc(-c3ccccc3)n2n1)c1ccccc1	-16	-1	-1.6	3	-3	100*	-3	8	11
31	CN1C(=O)SC(Nc2ccccc2C(=O)O)C1=O (stereo unspecified)	-6	0	0.6	1	-1	-10	-2	-9	0
32	CC1CN(C2CCCCC2)C(=S)N(c2ccccc2)C1=O (stereo unspecified)	1	1	-0.8	nt	-6	8	8	-10	1
33	CCCCn1c(SCc2ncc(-c3ccccc3)o2)nc2cc(S(N)(=O)=O)ccc21	-14	10	1.8	3	-14	-4	0	-28	20
34	CCOC(=O)c1ccc(COC(=O)CNC(=O)CNC(=O)Cc2ccccc2)cc1	7	2	-0.7	-1	-1	5	-4	1	4
35	O=c1[nH]c(-c2ccccc2F)nc2c1sc(=S)n2Cc1ccccc1	6	2	8.7	-4	4	-16	-1	-28	-12
36	CCOC(=O)c1ccc2c(c1)N(CC(=O)N1CCCCC1)C(=O)C(C)(C)O2	-2	2	-0.1	5	-5	-5	-2	19	3
37	CC(C)(C)c1cc(C(=O)N/N=C/c2ccc(-c3ccccc3[N+](=O)[O-])o2)n[nH]1	-9	18	0.0	4	-2	10	-2	-10	-6
38	CC(C)C(NC(=O)c1ccccc1F)C(=O)NCc1ccc(S(=O)(=O)N2CCOCC2)cc1 (stereo unspecified)	0	1	-1.1	nt	-1	0	0	-7	6
39	CCC(C(=O)NCc1ccco1)N(C(=O)CNS(=O)(=O)c1ccccc1)c1ccc(OC)cc1 (stereo unspecified)	3	1	-5.3	0	-1	-4	0	-14	4
40	COc1cc2c(cc1OC)CN(c1ccc(C(F)(F)F)cn1)CC2	-7	1	-0.1	0	-3	-2	-3	3	4
41	O=c1cc(CN2CCN(c3ccccc3)CC2)c2cc(O)c(-c3ccccc3)cc2o1	4	2	6.1	2	4	-2	-2	31	-7
42	N#Cc1ccc(C(=O)Nc2nc(SCc3ccc(Cl)cc3)n[nH]2)cc1	-3	1	0.4	-3	-3	-1	3	15	12
43	CC1CCCC(NC(=O)CN2C(=O)NC(Cc3c[nH]c4ccccc34)C2=O)C1C (stereo unspecified)	7	2	1.4	-2	2	11	-1	-10	3
44	O=C(Nc1ccc2c(c1)OCCO2)C1CCCC1	9	1	-0.5	-2	-9	-3	-2	-6	8
45	CCc1ccccc1Nc1nc2ccccc2n1CC	-13	-1	-2.2	-3	-4	15	-8	10	10
46	CSc1n[nH]c(-c2sccc2OCc2ccc(C)cc2)n1	5	-1	-1.3	-1	0	3	-3	-16	-7
47	O=C(CCN1C(=O)C2CC=CCC2C1=O)NC1CCCCC1 (stereo unspecified)	4	0	-0.2	-2	1	-4	0	3	-1
48	COCCC(=O)N1CCCC(C(=O)c2ccccc2SC)C1 (stereo unspecified)	5	2	-1.6	-2	0	-5	5	17	-2
49	CCCCCCCCN1C(=O)[C@H](CC(=O)N2CCN(C(=O)C3CC3)CC2)C[C@@]2(C(=O)OC)CC(C)(C)CC=C12	-1	9	nt	nt	6	-9	1	nt	-5
50	CCn1c2ccccc2c2nnc(SCC(=O)N(C)C3CCS(=O)(=O)C3)nc21 (stereo unspecified)	-4	0	-0.3	1	0	9	0	7	-2
51	Cn1c(SCC(N)=O)nnc1-c1ccc(C(C)(C)C)cc1	7	2	2.8	3	4	-5	-1	18	8
52	Cc1cccc(C)c1Nc1nnc(SCC(=O)c2ccc3c(c2)NC(=O)CO3)s1	-5	2	-0.2	0	-3	-6	2	-46	0
53	O=C(Nc1ccc(N2C(=O)C3CCCCC3C2=O)cc1Cl)c1cccs1 (stereo unspecified)	-1	3	-1.7	-2	1	0	-6	-12	3

# Among those listed so far, these contain two or more sulfur atoms.
no.	compound	M4 PAM	M4 ag	CRFBP-R2 agonist	IDE cell inh	M5 PAM	M4 antag	CHRM5 agonist	CRFR2-BP antag	M5 antag
20	Cn1c(N)c(C(=O)N/N=C/c2ccccc2)sc1=S	4	1	-1.0	8	2	-7	-6	5	-1
25	CCc1nnc(NC(=O)[C@@H](NS(=O)(=O)c2ccc3c(c2)OCCO3)C(C)C)s1	-4	0	-2.0	nt	-7	3	-1	5	21
33	CCCCn1c(SCc2ncc(-c3ccccc3)o2)nc2cc(S(N)(=O)=O)ccc21	-14	10	1.8	3	-14	-4	0	-28	20
35	O=c1[nH]c(-c2ccccc2F)nc2c1sc(=S)n2Cc1ccccc1	6	2	8.7	-4	4	-16	-1	-28	-12
46	CSc1n[nH]c(-c2sccc2OCc2ccc(C)cc2)n1	5	-1	-1.3	-1	0	3	-3	-16	-7
50	CCn1c2ccccc2c2nnc(SCC(=O)N(C)C3CCS(=O)(=O)C3)nc21 (stereo unspecified)	-4	0	-0.3	1	0	9	0	7	-2
52	Cc1cccc(C)c1Nc1nnc(SCC(=O)c2ccc3c(c2)NC(=O)CO3)s1	-5	2	-0.2	0	-3	-6	2	-46	0
